High-throughput results (PubChem)
KKLEB tox: counter-screen for CF NF-kB inhibitors: cytotoxicity; KKLEB CF airway cells viability, ATPlite luminescence, overnight; active compounds read low; cells stimulated with P. aeruginosa culture filtrate; activity change (cytotoxicity), % at 5 µM; 0.36% of 360,000 active; AID 602141;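 active = corrected activity change at or below -50% at 5 µM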
TROY signal inh: inhibitors of TROY-dependent NF-kB signaling; Q293 LMP1-TROYcd NF-kB luciferase reporter, 4 h; inhibition, % at 10 µM; 0.98% of 360,000 active; AID 1347056;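 active = compounds whose plate-normalised and pattern-corrected inhibition of the luciferase reporter signal at the single screening dose is 50% or more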
CF NFkB block: inhibitors of cystic fibrosis induced NF-kB. KKLEB NF-kB-GFP reporter, PAF-induced, GFP fluorescence overnight. inhibition, % at 5 µM. 0.86% of 360,000 active. AID 588850;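 active = at least 50% inhibition at 5 µM, scaled per plate between neutral and stimulator controls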;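 note: PAF is a Pseudomonas aeruginosa culture filtrate used as stimulus; plate controls were PAF-stimulated DMSO wells for no effect and unstimulated DMSO wells for full effect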
LRH-1 inv ag: NR5A2 inverse agonism in reporter assay | O00482 | HEK293T StAR-luciferase reporter, LRH-1 transfected, 24 h | inhibition, % at 3.6 µM | 0.13% of 360,000 active | AID 602396;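 active = inhibition above the mean inhibition of all tested compounds plus 3 SD, cut at about 73% in these data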;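 note: 0% = DMSO wells and 100% = reporter-only cells lacking LRH-1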
Target sequence (O00482 whole entry, looked up): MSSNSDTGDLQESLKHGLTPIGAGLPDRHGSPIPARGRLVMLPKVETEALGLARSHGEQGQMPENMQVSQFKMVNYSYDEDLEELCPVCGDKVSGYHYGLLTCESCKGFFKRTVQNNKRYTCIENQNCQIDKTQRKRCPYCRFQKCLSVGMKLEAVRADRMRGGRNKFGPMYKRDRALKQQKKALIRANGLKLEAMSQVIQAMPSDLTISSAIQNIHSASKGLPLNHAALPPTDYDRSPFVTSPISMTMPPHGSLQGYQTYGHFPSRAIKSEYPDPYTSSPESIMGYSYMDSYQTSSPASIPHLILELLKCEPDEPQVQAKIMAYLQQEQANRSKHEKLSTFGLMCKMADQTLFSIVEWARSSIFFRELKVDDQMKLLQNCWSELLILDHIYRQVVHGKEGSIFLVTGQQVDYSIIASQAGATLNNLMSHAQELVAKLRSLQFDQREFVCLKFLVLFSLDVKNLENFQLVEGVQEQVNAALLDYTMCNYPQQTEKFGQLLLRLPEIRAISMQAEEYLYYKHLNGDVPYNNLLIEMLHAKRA
NCOA3 inh: inhibits human SRC3 coactivator; Q9Y6Q9; HEK293 GAL4-SRC3 luciferase reporter, luminescence; inhibition, % at 3.6 µM; 0.17% of 360,000 active;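 active = inhibition above a per-campaign cutoff, the mean of all compounds plus 3 SD, cut at about 60% in these data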;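 note: 0% = DMSO-treated cells and 100% = gossypol-treated cells at 36 µM; higher means less SRC3-driven luciferase light from the GAL4 reporter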
COUP-TFII inh: inhibitors of human COUP-TFII (NR2F2); P24468; HEK293T NGFI-A luciferase reporter, luminescence; AID 686940; 0.7% of 370,000 active; inhibition, % at 8.6 µM;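 active = inhibition above a per-plate cutoff, mean inhibition of test wells between control levels plus 3 SD, cut at about 38% in these data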;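 note: cells cotransfected with COUP-TFII expression vector driving the NGFI-A reporter; 0% = median of COUP-TF2 test wells and 100% = reporter-only cells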
Target sequence (P24468 whole entry, looked up): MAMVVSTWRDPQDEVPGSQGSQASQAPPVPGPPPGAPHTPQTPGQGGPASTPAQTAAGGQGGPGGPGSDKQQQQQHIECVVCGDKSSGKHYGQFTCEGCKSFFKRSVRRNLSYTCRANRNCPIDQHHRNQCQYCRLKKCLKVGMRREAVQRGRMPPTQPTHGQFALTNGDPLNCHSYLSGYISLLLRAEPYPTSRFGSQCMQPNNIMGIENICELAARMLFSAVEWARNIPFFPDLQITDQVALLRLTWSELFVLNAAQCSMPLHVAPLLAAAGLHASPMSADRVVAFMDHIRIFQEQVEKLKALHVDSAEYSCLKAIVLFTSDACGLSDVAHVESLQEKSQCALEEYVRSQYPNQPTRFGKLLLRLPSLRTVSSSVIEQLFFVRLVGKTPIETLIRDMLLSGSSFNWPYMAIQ
NCOA2 inhibitor: inhibits human steroid receptor coactivator 2 | HEK293 GAL4-SRC2 luciferase reporter, luminescence | inhibition, % at 9 µM | 0.17% of 370,000 active | AID 651957;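 active = inhibition above the mean inhibition of all tested compounds plus 3 SD, set per campaign, cut at about 52% in these data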;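 note: 0% = DMSO treated cells and 100% = cells given Gossypol at 36 µM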
SRC1 inh: inhibitors of human steroid receptor coactivator 1 (SRC1); 0.12% of 360,000 active; HEK293 GAL4-SRC1 luciferase reporter, luminescence; inhibition, % at 3.6 µM;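 active = inhibition above the campaign mean plus 3 SD, with each screening campaign given its own cutoff, cut at about 60% in these data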;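 note: 0% = DMSO treated cells and 100% = gossypol at 36 µM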
C8 TRAIL sens: sensitizes caspase-8 expressing cells to TRAIL | NB7+C8 cells + TRAIL, ATPlite viability luminescence | inhibition (viability loss, TRAIL sensitization), % at 10 µM | 1% of 360,000 active;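 active = compounds causing at least 50% loss of cell viability in the single-dose screen, relative to plate controls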
TWEAK-Fn14 inh: blocks TWEAK-Fn14 interaction in a reporter cell assay | inhibition, % at 10 µM | 2% of 360,000 active | TWEAK-stimulated Fn14 reporter cells, luciferase luminescence, 8 h; in the data active = inhibition above about 50%
EBV LMP1 NFkB: inhibitors of Epstein-Barr LMP1-induced NF-kappaB reporter. LMP1-induced NF-kappaB luciferase reporter cells, luminescence. inhibition, % at 12.5 µM. 0.69% of 350,000 active; in the data active = inhibition above about 41%;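 note: 0% = neutral control wells and 100% = reference inhibitor control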
Starred values were filed as active, the others as inactive; . = no result given.

SMILES	KKLEB tox	TROY signal inh	CF NFkB block	LRH-1 inv ag	NCOA3 inh	COUP-TFII inh	NCOA2 inhibitor	SRC1 inh	C8 TRAIL sens	TWEAK-Fn14 inh	EBV LMP1 NFkB
COCCN1C(=O)c2ccc(C(=O)NCc3cccnc3)cc2C1=O	-12	-14	-3	5	-11	-8	1	2	4	6	5
Cc1cc(OC(C)C(=O)NCCN2CCOCC2)c2c(C)cc(=O)oc2c1 (configuration not stated)	-14	-13	16	-11	-8	-5	-5	-23	-5	0	6
O=C(/C=C/c1ccccc1)NC(=S)NNC(=O)c1ccco1	-3	-11	13	-32	-10	-8	-8	4	8	-5	5
Cc1ccc(-c2nc(CN(CC3CCC3)CC3CCCO3)c(C)o2)s1 (configuration not stated)	-4	-24	14	-3	-10	15	5	-10	6	5	-2
Cc1c2c(n3c(nc4ccccc43)c1C#N)N(CCN(C)C)CC2	-3	-1	-34	1	11	-1	-9	-6	-5	-10	-7
COc1ccc(OC)c(C2C3=C(CCCC3=O)Nc3nnnn32)c1 (configuration not stated)	0	11	13	-2	25	8	-12	8	0	4	-9
Cc1cc(C(=O)OCC(=O)Nc2ccc(F)cc2[N+](=O)[O-])c2ccccc2n1	-11	-8	-2	10	2	-6	-37	-13	-5	-2	7
CS(=O)(=O)N1CCC(Oc2ccccc2C(=O)NC2CCOC2)CC1 (configuration not stated)	13	-8	12	-23	12	-12	-20	-11	-1	-5	-1
Nn1c(SCC(=O)Nc2ccc3c(c2)OCO3)nncc1=O	3	-10	-8	-13	5	2	-23	-20	-7	-12	5
COc1ccccc1C(CC(=O)Nc1ccc(C)c(C)c1)c1ccc(OC(C)C)cc1 (configuration not stated)	-9	-11	-4	4	29	8	0	17	3	19	4
Cc1cc(NC(=O)CN2C(=O)C3CC=CCC3C2=O)no1 (configuration not stated)	4	-8	-16	-3	7	6	-2	1	-1	-3	4
CN1CCN(CC(O)COc2ccc(C(=O)O)cc2)CC1 (configuration not stated)	0	6	3	3	1	4	9	3	10	-2	1
COc1ccccc1NC(=O)c1ccc(NS(=O)(=O)c2cccc3cccnc23)cc1	-18	21	-8	2	23	1	-8	14	13	10	2
Cn1cc(CN2CCc3ccccc3C2)c2ccccc21	14	20	7	14	-1	11	1	-16	-2	-6	-3
CCOc1ccc(NC(=O)COC(=O)CSCC(=O)Nc2ccc(C)cc2C)cc1	-4	-15	4	18	5	-2	7	-2	-26	-45	-5
Cc1cccc(C)c1NC(=O)NC1CCc2ccccc21 (configuration not stated)	2	-5	-15	15	8	9	13	2	5	-12	.
COc1ccc(-c2nnc(Nc3ccc(OC)c(C(=O)N4CCCCC4)c3)c3ccccc23)cc1	14	16	-28	-3	5	-12	-15	7	0	-18	0
CCOC(=O)C1(CC)NC(c2cccc(F)c2)C2C(=O)N(CC)C(=O)C21 (configuration not stated)	-7	-6	-11	-5	7	-23	-17	-9	-6	-8	11
Cc1ccc2c(CN3CC(C)CC(C)C3)cc(=O)oc2c1 (configuration not stated)	5	-16	11	-14	-24	-4	-24	13	5	-3	-6
COc1cc(-c2[nH]ncc2CN2CCN(c3cccc(C)n3)CC2)cc(OC)c1OC	-7	12	3	-1	1	-32	8	-3	-2	-10	2
COc1cccc(C(C#N)N2N=C(C)CC2(C)C)c1O (configuration not stated)	0	15	5	0	7	-7	15	11	-9	4	-5
COc1ccc(S(=O)(=O)NC(=O)C2(C)CCN2C(=O)Cc2cc(F)ccc2F)cc1 (configuration not stated)	-1	9	-17	-2	8	1	-7	7	-9	15	.
Cc1csc(C(C)NC(=O)c2ccc(OC3CCN(CCc4ccccc4)CC3)cc2)n1 (configuration not stated)	4	13	-2	-2	9	10	-17	12	11	-5	-12
CCOC(=O)C1CCN(C(=O)CC(C)c2ccccc2)CC1 (configuration not stated)	4	-14	-26	-11	-6	-4	0	-12	-7	17	4
O=C(COC(=O)/C=C/c1ccccc1Cl)NCC1CCCO1 (configuration not stated)	-10	-38	6	14	1	-5	-33	0	6	-12	-9

Arranged by length of the SMILES (rising): some entries from above
SMILES	KKLEB tox	TROY signal inh	CF NFkB block	LRH-1 inv ag	NCOA3 inh	COUP-TFII inh	NCOA2 inhibitor	SRC1 inh	C8 TRAIL sens	TWEAK-Fn14 inh	EBV LMP1 NFkB
Cn1cc(CN2CCc3ccccc3C2)c2ccccc21	14	20	7	14	-1	11	1	-16	-2	-6	-3
Cc1ccc2c(CN3CC(C)CC(C)C3)cc(=O)oc2c1 (configuration not stated)	5	-16	11	-14	-24	-4	-24	13	5	-3	-6
Cc1cc(OC(C)C(=O)NCCN2CCOCC2)c2c(C)cc(=O)oc2c1 (configuration not stated)	-14	-13	16	-11	-8	-5	-5	-23	-5	0	6
CCOc1ccc(NC(=O)COC(=O)CSCC(=O)Nc2ccc(C)cc2C)cc1	-4	-15	4	18	5	-2	7	-2	-26	-45	-5
COc1ccccc1NC(=O)c1ccc(NS(=O)(=O)c2cccc3cccnc23)cc1	-18	21	-8	2	23	1	-8	14	13	10	2

The main list resumes with the 3 entries that preceded the break.
SMILES	KKLEB tox	TROY signal inh	CF NFkB block	LRH-1 inv ag	NCOA3 inh	COUP-TFII inh	NCOA2 inhibitor	SRC1 inh	C8 TRAIL sens	TWEAK-Fn14 inh	EBV LMP1 NFkB
Cc1csc(C(C)NC(=O)c2ccc(OC3CCN(CCc4ccccc4)CC3)cc2)n1 (configuration not stated)	4	13	-2	-2	9	10	-17	12	11	-5	-12
CCOC(=O)C1CCN(C(=O)CC(C)c2ccccc2)CC1 (configuration not stated)	4	-14	-26	-11	-6	-4	0	-12	-7	17	4
O=C(COC(=O)/C=C/c1ccccc1Cl)NCC1CCCO1 (configuration not stated)	-10	-38	6	14	1	-5	-33	0	6	-12	-9
COc1ccc([N+](=O)[O-])cc1NC(=O)C(C)OC(=O)c1cccnc1 (configuration not stated)	6	16	-9	-16	13	7	-8	6	3	-16	-4
O=C(CSc1nnc(C2COc3ccccc3O2)o1)N1CCCc2ccccc21 (configuration not stated)	-16	19	18	-2	7	-12	-8	6	-7	10	3
COCCSc1ccccc1C(=O)NCc1ccc2c(c1)OCO2	-6	-18	7	44	-14	13	-7	12	-20	-10	15
COCCNC(=O)Cc1c(C)c2c(cc(C)c3c(C)coc32)oc1=O	-2	1	-30	-10	-25	7	-22	-11	-12	-16	0
Brc1ccc2ncnc(Nc3cccc4ccccc34)c2c1	-22	34	48	30	21	11	23	16	-1	61*	-1
CN(C)S(=O)(=O)c1ccc(N2CCCC2)c(C(=O)NC2(C)CCS(=O)(=O)C2)c1 (configuration not stated)	-1	18	6	9	12	-3	-14	2	3	-1	-2
CCC(=O)N(Cc1cc2cc(OC)ccc2[nH]c1=O)c1ccc(C)cc1	-7	-3	17	4	2	24	5	8	2	13	-2
Cc1ccc(S(=O)(=O)NCCN2CCOCC2)cc1C	4	13	10	-11	2	-3	-7	3	9	-9	1
CCOC(=O)N1CCN(C(=O)CSc2ccc3nnc(-c4ccncc4)n3n2)CC1	-1	0	15	13	21	-2	-12	-6	13	6	0
COc1cccc(C(=O)N/N=C(/c2ccccc2)c2ccccn2)c1	16	-19	4	1	15	0	-18	-11	8	-53	40
CC(=O)c1cccc(NC(=O)Nc2ccc3c(c2)OCO3)c1	-16	-36	31	-70	-39	-40	-7	-62	29	0	0
CC(=O)Nc1cccc2c1Cc1ccccc1-2	-9	7	5	-99	-61	.	.	-55	9	-8	-34
CN(Cc1ccc(C#CCCO)cc1)CC1CCCN(CCc2ccc(Cl)cc2)C1 (configuration not stated)	-10	2	5	-8	1	31	-14	-13	6	1	-4
COc1ccc2[nH]c3c(=O)n(Cc4ccc(C(=O)N5CCCC5)cc4)c(=S)[nH]c3c2c1	6	-46	11	-14	-9	-1	-8	-3	-1	-26	-2
COc1ccc(Nc2ccccc2)c(C)c1	0	-6	8	8	-12	.	.	-4	-7	-1	2
O=C(N/N=C/c1cccnc1)c1cc2ccccc2cc1O	10	4	-14	-12	-5	-2	-37	2	6	5	-11
NC(=O)CC(NC(=O)Cc1ccc(Br)cc1)c1ccc(N2CCN(c3ccccn3)CC2)c([N+](=O)[O-])c1 (configuration not stated)	-11	18	-4	0	4	9	3	4	-3	15	-2
CCOc1ccc(N(Cc2ccc(C(=O)O)cc2)S(=O)(=O)c2ccc(C)cc2)cc1	-6	-10	-14	4	-3	-7	-3	-10	-2	11	-4
COC(=O)CCC(=O)OC1(C)C(=O)C=C2C=C(C3CC3)N(CCCOC(C)C)C=C2C1=O (configuration not stated)	0	-7	3	18	8	.	.	13	-11	16	-5
COc1ccc(CC2(C)OC(c3ccc(Cl)cc3)=NN2C(C)=O)cc1 (configuration not stated)	4	-16	-1	-1	18	7	5	10	24	3	13
O=C(CSc1nnnn1-c1ccccc1)Nc1ccc(Cl)cn1	11	-19	5	8	4	13	-15	-2	3	17	5
O=C(O)C1CCCCC1C(=O)NCCc1ccncc1 (configuration not stated)	-2	-12	6	-8	17	12	-35	-4	-1	11	-10
O=c1[nH]c2cc([N+](=O)[O-])c(NCCO)c([N+](=O)[O-])c2[nH]1	8	5	-25	18	15	-19	-18	-77	-10	-10	-3
Cc1cccc(CSc2nc3c(c(=O)[nH]2)CCCC3)c1	4	26	6	14	23	-5	1	3	-13	-2	-1
CCOc1cc(/C=N/N=C2/NC(=O)C(CC(=O)O)S2)ccc1OCc1ccc(Cl)cc1 (configuration not stated)	9	8	-22	3	-3	0	4	-4	-3	-1	-7
Cc1ccnc(NS(=O)(=O)c2ccc(NC(=O)CCOc3ccccc3)cc2)n1	12	-1	-44	-21	-36	-9	-15	-14	-9	-6	-3
